# H9c2 TAG inh = inhibitors of triacylglycerol accumulation, primary screen, cell-based, uHTS, fluorescence, H9c2. H9c2 cells, Nile Red lipid (TAG) fluorescence; cells loaded with 200 µM oleic acid. inhibition, % at 12.5 µM. 230,000 compounds, 0.66% hits. AID 651582, 2012;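 active = pattern-corrected inhibition of lipid staining of at least 50% with the nuclear-stain viability signal not falling by more than 50%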;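 also: 0% = DMSO wells and 100% = triacsin C control wells; some results filed as inactive read as strong as hits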
# H9c2 TAG inh DAPI viability = second read-out of H9c2 TAG inh, no call of its own (marks repeat the call); DAPI nuclei signal change (viability), lower = more cytotoxic, %;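 whole-well DAPI fluorescence read on a plate reader as a viability signal; minus 50 percent equals half of cells still viable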
# Active calls of the source: *.
SMILES,H9c2 TAG inh,H9c2 TAG inh DAPI viability
CC1(C)OC(=O)C(C(c2ccccc2)C(C#N)C(N)=O)=C(O)O1 (centres undefined),-4,10
Cc1ccc(NC(=O)CCn2cccc2)cc1F,-6,5
O=C(NCCS(=O)(=O)N1CCN(c2ccccc2)CC1)c1ccc2c(c1)OCO2,-24,2
CSCC[C@@H](C(=O)NCc1cccs1)N1Cc2ccccc2C1=O,2,1
COc1cccc(N2CC(C(=O)Nc3nnc(SCC(=O)NCC4CCCO4)s3)CC2=O)c1 (centres undefined),11,-3
O=C1NC(O)(c2ccccc2)Oc2ccccc21 (centres undefined),-11,-11
COC(=O)Nc1ccc(S(=O)(=O)Nc2ccccc2F)cc1,-12,11
CCCNc1nc(C)cc(-c2cc(-c3ccccc3)on2)n1,-5,21
Cc1ccc(C(C(=O)NC2CCCCC2)N(Cc2ccco2)C(=O)Cc2c[nH]c3ccccc23)o1 (centres undefined),39,9
CC(=O)CSc1nc(N)c(C#N)c(-c2cccs2)c1C#N,-2,5
Fc1ccc(-c2onc3ccc(C4OCCO4)cc23)cc1,-7,6
Nc1[nH]n(-c2c(Cl)cc(Cl)cc2Cl)c(=O)c1N=Nc1ccc(S(=O)(=O)Nc2ncccn2)cc1,9,-4
Cc1ccccc1N1CC(C(=O)Nc2ccc(S(=O)(=O)N3CCCC3)cc2)CC1=O (centres undefined),-16,4
Cc1ccccc1CN1C[C@@H]2C[C@@H](c3cn[nH]c3-c3ccccc3)N3CCC[C@@]23C1=O,4,12
N#Cc1cc(NCC2CCCO2)c([N+](=O)[O-])cc1C#N (centres undefined),7,-2
Cc1ccc(C)c(S(=O)(=O)NCc2ccc(C(=O)N3CCN(c4ccccc4)CC3)cc2)c1,-3,10
Cc1cc(NC(=O)C2C3C(=O)N(Cc4ccc(Cl)cc4)C(C(=O)NC4CCCCC4)C34C=CC2(C)O4)no1 (centres undefined),6,-3
COc1cc(CNC(=O)C2CCC(=O)N(C3CCCCCC3)C2)cc(OC)c1 (centres undefined),14,3
COc1ccccc1N(C)S(=O)(=O)c1ccc(Cl)c(C(=O)Nc2ccncc2)c1,1,3
O=C(c1ccco1)N1CCN(c2cc(=O)n(-c3ccc(Cl)cc3)c(=O)[nH]2)CC1,-8,-5
CCCCC(=O)NNC(=S)NC(=O)c1cccc([N+](=O)[O-])c1,-14,23
CC(C)(C)c1cn(-c2ccc(Cl)cc2)c(=S)[nH]1,-24,-1
O/N=C(\c1ccccn1)C1CC1c1ccccc1 (centres undefined),1,-13
CN(C)CCNC(=S)Nc1ccc(Cl)cc1,-4,4
Cc1ccc(C(CNC(=O)c2ccco2)N2CCN(C)CC2)cc1 (centres undefined),-3,-1
# Additional results follow.
SMILES,H9c2 TAG inh,H9c2 TAG inh DAPI viability
CCN1CCN(C(=O)c2ccc(CNS(=O)(=O)c3cccc(OC)c3)cc2)CC1,-4,-1
CCOC(=O)C1(C)CCCN1C(=O)c1c(F)cccc1F (centres undefined),6,-7
O=C(Nc1cccc(Cl)c1)c1ccc2sc([C@@H]3O[C@H](CO)[C@H](O)[C@H](O)[C@H]3O)nc2c1,13,-5
Fc1ccc(CSc2nc3ncccc3[nH]2)cc1,-5,-6
CCCc1nc(SCC(=O)Nc2nnc(CC)s2)c2c(=O)n(C)c(=O)n(C)c2n1,-6,3
O=C(CCN1C(=O)c2ccccc2S1(=O)=O)Nc1ccc(Cl)cc1,-3,6
CCOC(=O)C1CCN(C(=S)Nc2ccc(CC)cc2)CC1,-2,4
Cc1ccccc1OCC(=O)Nc1ccc(N2CCN(S(C)(=O)=O)CC2)cc1,13,8
C=CCC[C@H](Cc1ccc(F)cc1)C(=O)OC[C@H](Cc1c[nH]c2ccccc12)NC(=O)[C@@H](CC=C)CC(=O)N(CCO)Cc1ccccc1,36,-7
Cn1c(-c2cnn(-c3ccccc3)c2-n2cccc2)n[nH]c1=S,0,-3
OC1CCNC(=S)N1c1ccccc1 (centres undefined),-1,-1
CCc1cccc(C)c1NC(=O)N(C)C1CCCCC1,-3,1
COc1ccc(N2C(=O)C3C(C2=O)C2C=CC3C23CC3)c(OC)c1 (centres undefined),8,7
Cc1ccc(-n2c(C)nc3c(cnn3-c3ccc(F)cc3)c2=O)cc1C,-83,-7
CN(C)C(CNC(=S)Nc1cccc(Cl)c1)c1ccccc1 (centres undefined),-13,18
Cc1ccc(C)c(N2CCN(C(=O)c3ccc(NC4=NC5CS(=O)(=O)CC5S4)cc3)CC2)c1 (centres undefined),10,-2
CCCN1CCOC(CC(=O)Nc2ccc([N+](=O)[O-])cc2)C1=O (centres undefined),-9,4
CCc1nc2c(OCC(=O)C(C)(C)C)cccn2c1N(C)C(=O)Nc1ccccc1OC,4,-1
CC1(C)CC(=O)C2=C(C1)Nc1ccccc1NC2,-15,1
CCOc1ccc(NC(=O)CN(C)C(=O)c2ccc(N3CCOCC3)c([N+](=O)[O-])c2)cc1OCC,34,-3
Oc1csc(Cc2nc(-c3ccc4ccccc4c3)cs2)n1,16,11
COc1ccc(/C(C)=N/NS(=O)(=O)c2cc(C)ccc2C)c(OC)c1,-2,-1
Cc1ccc(S(=O)(=O)N2CC3(O)CN(C(=O)OC(C)C)N(C(=O)OC(C)C)CC3(OC(=O)NCc3ccco3)C2)cc1 (centres undefined),11,-12
COC(=O)c1sc(S(=O)(=O)N2CCCCC2C)c(C(=O)OC)c1C (centres undefined),-5,0
COc1ccc(N(CC(=O)O)S(=O)(=O)c2ccc(OC)c(OC)c2)cc1,-17,-3
# Going on with the list.
SMILES,H9c2 TAG inh,H9c2 TAG inh DAPI viability
CN(C(=O)Cn1nnc(-c2ccc(F)cc2)n1)C1CCS(=O)(=O)C1 (centres undefined),12,7
CC1(C)Cc2cccc(OCC(=O)N3CCN(c4cccc(Cl)c4)CC3)c2O1,-13,-3
CCOCC(=O)N1CCN(c2ccccc2OC)CC1,6,-7
CCCS(=O)(=O)n1nc(-c2ccc(OC)cc2)cc1N,-3,8
Cc1ccc(C(=O)/C=C2/NC(=O)CS2)cc1,-5,6
CCC(=O)NC(=S)Nc1ccccc1C(=O)NC1CCCCC1,9,8
COc1cccc(Nc2nc3ccc(OC)cc3s2)c1,13,-12
COc1ccc2c(CC(=O)Nc3nnc(C4CC4)s3)coc2c1,5,15
COC(=O)c1ccc(COc2ccccc2/C=N/O)o1,-7,0
C/C=C/C=N/Nc1nc(-c2ccc([N+](=O)[O-])cc2)cs1,8,0
Cc1ccoc1C(=O)N1CCCC(CO)(Cc2ccc(F)cc2)C1 (centres undefined),-18,0
C[N+]1(CC(=O)Nc2ccccc2Cl)CCN(C(=O)c2cccs2)CC1,-6,-4
Cc1ccc(-n2ncc3c(N4CCC5(CC4)OCCO5)ncnc32)c(C)c1,0,-8
CNC(=O)c1nnsc1S(=O)(=O)c1ccc(Cl)cc1,44,-48
O=S(=O)(NCCc1cn2ccccc2n1)c1ccc(-c2ccccc2)cc1,-7,11
O=C1CC(c2cccs2)Cc2nc(NC(=O)C3CC3)ncc21 (centres undefined),-10,-3
O=c1c(-c2n[nH]c(=S)n2-c2ccccc2)cccn1Cc1cccc(Cl)c1,2,3
O=C(Nc1cccc(C(F)(F)F)c1)C1Cc2c(-c3cccc(F)c3)ccnc2O1 (centres undefined),-28,-8
COc1ccccc1N(C)S(=O)(=O)c1ccc(C(=O)OCC(=O)NCc2ccco2)cc1,-11,7
O=c1c2ccccc2sc2nc(C3CCCCC3)n(Cc3ccco3)c(=O)c12,6,-13
CCOC(=O)C1=C(C)NC(=O)NC1c1ccc2c(c1)OCO2 (centres undefined),16,-8
CC(Oc1ccc(F)cc1)C(=O)Nc1nc(-c2ccccn2)cs1 (centres undefined),-67,-5
Cc1cc(C)cc(NC(=O)C2CC(=O)n3ncnc3N2)c1 (centres undefined),-2,10
S=C(Nc1ccc(Oc2ccccc2)cc1)NC1CCCCCC1,-6,3
CC1CC(OC(=O)C2CCN(S(=O)(=O)c3ccc(F)cc3)CC2)C(=O)O1 (centres undefined),5,0

# Reprinted at random: 4 records from the list, in no set order.
SMILES,H9c2 TAG inh,H9c2 TAG inh DAPI viability
S=C(Nc1ccc(Oc2ccccc2)cc1)NC1CCCCCC1,-6,3
O=C1CC(c2cccs2)Cc2nc(NC(=O)C3CC3)ncc21 (centres undefined),-10,-3
CCCS(=O)(=O)n1nc(-c2ccc(OC)cc2)cc1N,-3,8
Cc1ccc(C(=O)/C=C2/NC(=O)CS2)cc1,-5,6

# Continued:
SMILES,H9c2 TAG inh,H9c2 TAG inh DAPI viability
Nn1c(Cc2cccc3ccccc23)nnc1SCc1ccc(Cl)c(Cl)c1,-3,-4
C(=N\c1nc2ccccc2n1CCN1CCOCC1)/c1cccs1,6,7
CCCCn1c(N)c(N(CC(C)C)C(=O)CSCc2ccc(Cl)c(Cl)c2)c(=O)[nH]c1=O,-1,-5
CSc1nsc(SC)c1-c1ccc(Cl)cc1,21,6
O=C(NNC(=O)c1ccc(Cn2cccn2)o1)NC12CC3CC(CC(C3)C1)C2,7,-6
CC(C)CC1=NN(C(=O)c2cccnc2)C(O)(C(F)(F)F)C1 (centres undefined),-4,11
O=C(COC(=O)CNC(=O)c1ccccc1)Nc1ccc2c(c1)OCO2,-15,7
CCCc1[nH]nc2c1C(c1ccc(OC)cc1OC)C(C#N)=C(N)O2 (centres undefined),1,3
CCOC(=O)C1CCCN(C(=S)NC2CCCCC2)C1 (centres undefined),-5,-1
Cc1ccc(CNCC(=O)Nc2cccc(S(=O)(=O)NC3=NCCCCC3)c2)cc1,2,-11
CC(=O)c1ccc(N2CCN(C(=O)C(=O)c3cn(CC(=O)N4CCCCCC4)c4ccccc34)CC2)cc1,-3,0
COc1ccc2[nH]cc(CCn3ccc(=O)c(C)c3C)c2c1,2,5
Cc1ccc(NC(=O)CN(C)c2ccc(S(=O)(=O)N3CCCC3)cn2)cc1,-15,-3
Cc1ccc(Cl)cc1NC(=O)C1CC(=O)Nc2ncnn21 (centres undefined),6,-2
COc1ccc(OC)c(C(=O)COC(=O)COc2ccccc2)c1,4,-10
CCOC(=O)c1nnn(-c2nonc2N)c1CNc1ccccc1,-7,1
Cc1cc(C)nc(Nc2n[nH]c(COc3ccc(Cl)cc3)n2)n1,-2,1
CCc1nc2c(OCc3ccccc3)cccn2c1N(C)C(=O)COc1ccccc1,3,-1
Cc1c(/C=C/C(=O)c2ccccc2)cnn1C,-5,2
Cc1ccc(OCC(O)CNS(=O)(=O)c2ccccc2C(=O)O)cc1 (centres undefined),8,-3
O=C(OCc1cc(Cl)ccc1OC(F)F)c1cncc(Br)c1,6,5
Cc1cc(=O)n2[nH]c(-c3ccc(F)cc3)cc2n1,8,-2
COc1ccc(OC)c(C=NNC(=O)c2ccccc2NS(=O)(=O)c2cccs2)c1,-3,1
CC1(C(=O)Nc2cccc3c2CCCC3)CCN1C(=O)CCc1ccc(Cl)cc1Cl (centres undefined),-4,-3
CC(C)c1ccc(NC(=O)Nc2nc(C(C)N)cs2)cc1 (centres undefined),39,-16
# Continued:
SMILES,H9c2 TAG inh,H9c2 TAG inh DAPI viability
CCCCCCNC(=O)O[C@@]12CN(S(=O)(=O)c3ccc(C)cc3)C[C@]1(O)Cn1c(=O)n(CCCCCC)c(=O)n1C2,-38,-8
Cc1nn(Cc2ccc(Cl)cc2Cl)c(C)c1NC(=O)Cn1nc([N+](=O)[O-])c(Cl)c1C,-1,0
CCOc1ccccc1N1CCN(CC(=O)NCCc2ccc(S(N)(=O)=O)cc2)CC1,-3,-5
CC1=C(C(=O)Nc2cccnc2)C(c2cccnc2)n2ncnc2N1 (centres undefined),-3,4
CC1CCCCC1NC(=O)c1cc(S(=O)(=O)N2CCCCC2)ccc1N1CCOCC1 (centres undefined),4,-8
COc1cccc(-c2nnn(CC(C)=O)n2)c1,-4,-8
O=C(CN(Cc1ccc2c(c1)OCO2)C(=O)CNS(=O)(=O)c1ccccc1)NCC1CCCO1 (centres undefined),15,1
COc1ccc(C(=O)COC(=O)c2cnc(C)cn2)cc1OC,1,0
CCCC1=[N+](CC(C)=O)CCn2c(C)ccc21,2,-10
CC(/C=C/c1ccc2c(c1)OCO2)=N\NC(=O)c1ccccc1,-4,-1
CC1CN(S(=O)(=O)c2cc(C(=O)NC(C)c3cccnc3)ccc2Cl)CC(C)O1 (centres undefined),-4,-5
CCCc1nnc(NC(=O)c2ccc(S(=O)(=O)N(C)c3ccccc3OC)cc2)s1,-12,3
CCOC(=O)N1CCN(C(=O)CCCn2c(=S)[nH]c3ccccc3c2=O)CC1,28,-4
CCOC(=O)CSc1nc(-c2cccs2)nc2c1c(=O)n(C)c(=O)n2C,4,-3
Cc1cc(S(=O)(=O)NCc2ccco2)c(C)s1,3,-10
O=[N+]([O-])c1ccc(O)c(C2CCCCC2)c1,-11,7

# An excerpt of these results, as tab-separated lines.
Structure	H9c2 TAG inh	H9c2 TAG inh DAPI viability
CC1=C(C(=O)Nc2cccnc2)C(c2cccnc2)n2ncnc2N1 (centres undefined)	-3	4
CC1CCCCC1NC(=O)c1cc(S(=O)(=O)N2CCCCC2)ccc1N1CCOCC1 (centres undefined)	4	-8
COc1cccc(-c2nnn(CC(C)=O)n2)c1	-4	-8
O=C(CN(Cc1ccc2c(c1)OCO2)C(=O)CNS(=O)(=O)c1ccccc1)NCC1CCCO1 (centres undefined)	15	1
COc1ccc(C(=O)COC(=O)c2cnc(C)cn2)cc1OC	1	0
CCCC1=[N+](CC(C)=O)CCn2c(C)ccc21	2	-10
CC(/C=C/c1ccc2c(c1)OCO2)=N\NC(=O)c1ccccc1	-4	-1

# An excerpt of these results, bar-delimited.
Molecule | H9c2 TAG inh | H9c2 TAG inh DAPI viability
COc1cccc(-c2nnn(CC(C)=O)n2)c1 | -4 | -8
O=C(CN(Cc1ccc2c(c1)OCO2)C(=O)CNS(=O)(=O)c1ccccc1)NCC1CCCO1 (centres undefined) | 15 | 1
COc1ccc(C(=O)COC(=O)c2cnc(C)cn2)cc1OC | 1 | 0
CCCC1=[N+](CC(C)=O)CCn2c(C)ccc21 | 2 | -10
CC(/C=C/c1ccc2c(c1)OCO2)=N\NC(=O)c1ccccc1 | -4 | -1
CC1CN(S(=O)(=O)c2cc(C(=O)NC(C)c3cccnc3)ccc2Cl)CC(C)O1 (centres undefined) | -4 | -5

# Screening data (PubChem BioAssay)

# These rows are one share of the data, so the mix of outcomes need not match the whole.
